Source: PubChem (National Center for Advancing Translational Sciences (NCATS))
HTT cytoprotect: Huntington cell model cytoprotection by ATP luminescence; Potency, µM (doses to about 56.4 µM), without a hit: cytoprotection (ATP increase), most hits filed as activators; actives 0.14% (n = 230,000); PC12 HTT-Q103 induced, cytoprotection, ATP luminescence, 40 h;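 note: % of control where 0% means no effect; nearly all actives have a fitted effect of over 45% in size; toxic huntingtin expression switched on by the ecdysone agonist tebufenozide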
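PC12 cells with ecdysone-inducible HTT exon 1 Q103-GFP, induced with 100 nM tebufenozide and co-treated with library compounds in a dose series (1536-well, 1500 cells/well). Cytoprotection read as ATP content by ATPlite luminescence.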
RECQ1 inh: RECQ1 (human) helicase inhibition; P46063; RECQ1 DNA unwinding, red fluorescence kinetic read; Potency, µM (highest dose often 57.3 µM), without a hit: at the top dose activity, negative = inhibition, actives largely listed as inhibitors; actives 0.54% (n = 240,000); AID 2549;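 note: plate controls were vehicle for no effect and no enzyme for full effect; nearly all actives have a fitted effect of over 30% in size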
Target sequence (P46063 whole entry, looked up): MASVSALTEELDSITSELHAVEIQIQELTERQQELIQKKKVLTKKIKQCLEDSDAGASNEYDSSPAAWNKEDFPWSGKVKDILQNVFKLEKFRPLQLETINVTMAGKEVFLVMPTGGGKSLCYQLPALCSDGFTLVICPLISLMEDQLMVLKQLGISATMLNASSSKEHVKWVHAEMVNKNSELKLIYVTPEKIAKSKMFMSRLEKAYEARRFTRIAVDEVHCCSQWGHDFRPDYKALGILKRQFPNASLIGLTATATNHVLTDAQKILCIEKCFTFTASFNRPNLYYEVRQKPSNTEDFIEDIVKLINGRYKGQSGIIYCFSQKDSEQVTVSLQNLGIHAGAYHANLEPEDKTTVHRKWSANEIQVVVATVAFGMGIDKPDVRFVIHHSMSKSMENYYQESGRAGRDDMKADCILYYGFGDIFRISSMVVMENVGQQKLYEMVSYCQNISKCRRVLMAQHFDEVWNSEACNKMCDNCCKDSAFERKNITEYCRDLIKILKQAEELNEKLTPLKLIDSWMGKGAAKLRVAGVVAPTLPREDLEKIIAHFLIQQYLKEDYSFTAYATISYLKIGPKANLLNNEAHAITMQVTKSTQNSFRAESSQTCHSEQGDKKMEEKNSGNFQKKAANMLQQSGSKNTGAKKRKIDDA
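50 nM RECQ1T1 preincubated 15 min with compound in Tris pH 8.0 buffer with MgCl2, DTT, Tween-20 and 2.5 ug/ml poly(dI-dC); started with 200 nM TAMRA/BHQ-2 forked duplex and 2 mM ATP. Unwinding read as fluorescence (525/598 nm), two reads 2 h apart.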
* = called active by the depositor; i = inactive; u = inconclusive; [ ] = another dose, or the depositor's remark. Calls come from the whole dose curve; as a rule, active = well fitted curve in the direction sought with a large enough effect; inconclusive = small, poorly fitted or top-dose-only effect, or another doubt; inactive = no such curve, though single readings can be large; an effect the other way counts as inactive or inconclusive. Potency is the fitted concentration of half-maximal effect. These rows are one share of the data; the hit share may differ from the screen's.

SMILES	HTT cytoprotect	RECQ1 inh
CC(C)CN1CC2(CCN(C(=O)c3cnccn3)CC2)C1	-43.4%[inhibitor]	-2.2%
O=C(Nc1cccc(F)c1)N1CCC2(CC1)CCN(C(=O)c1cnccn1)CC2	-6.2%	-9.8%
COc1ccccc1CNc1nc(-c2ccc3c(c2)OCO3)nc2ccccc12	-101.1%[inhibitor]	u
N#Cc1cccc(-c2ccc3ncnc(N4CCNCC4)c3c2)c1	6.2%	-4.1%
Fc1ccc(Nc2ncnc3ccc(-c4ccoc4)cc23)cc1	-14.4%	i
CN(C)c1ncc2nc(-c3cccc(C#N)c3)c(=O)n(C)c2n1	3.5%	-3.7%
COc1ccccc1CCn1c(=O)c(-c2cn(C)c3ccccc23)nc2cncnc21	13.0%	i
Cn1cccc1C(=O)N1CCC[C@@]2(CCN(c3ccncc3)C2)C1	17.9%	-1.2%
Clc1ccccc1-c1ccc2ncnc(N3CCNCC3)c2c1	18.9%	i
O=C(c1ccncc1)N1CCC2(CC1)CN(c1ncccn1)C2	-11.5%	i
N#Cc1cccc(-c2nc3cnc(Nc4ccccc4)nc3n(C[C@H]3CCCO3)c2=O)c1	-2.4%	-11.7%
Cc1noc(C)c1-c1nc(NCc2cccs2)c2ccccc2n1	-73.5%[inhibitor]	-2.5%
COC(=O)N1CCC[C@@]2(CCN(C(=O)Nc3cccc(F)c3)C2)C1	5.9%	-5.9%
Cn1c(=O)c(-c2ccc(F)cc2)nc2cncnc21	-44.9%[inhibitor]	-10.5%
CN(C)c1ncc2ncc(=O)n(C)c2n1	-225.1%[inhibitor]	i
CN(Cc1ccco1)c1ccnc(-c2ccccc2C(F)(F)F)n1	-35.4%[inhibitor]	-2.6%
Cc1noc(C)c1C(=O)N1CCC2(CCCN(c3ncccn3)C2)CC1	-8.8%	-6.6%
COc1ccccc1-c1cc(NCc2cccs2)ncn1	-64.8%[inhibitor]	i
Fc1ccc(Nc2ncncc2-c2ccccc2C(F)(F)F)cc1	-196.8%[inhibitor]	-10.3%
CN(C)c1ncc2nc(-c3ccccc3)c(=O)n(C)c2n1	-87.9%[inhibitor]	-8.6%
O=C(c1cccc(F)c1)N1CCC2(CCCN(c3ccccc3)C2)CC1	-63.0%[inhibitor]	-12.9%
O=C(c1ccncc1)N1CCC2(CCN(Cc3cc(C(F)(F)F)cc(C(F)(F)F)c3)CC2)CC1	-55.3%[inhibitor]	-5.8%
COc1ccc2[nH]cc(CCNc3ncncc3-c3cccnc3)c2c1	u	i
Cn1cccc1C(=O)N1CCC[C@@]2(CCN(c3ccccn3)C2)C1	4.8%	-6.6%
Cc1ccccc1-c1nccc(NCCN2CCOCC2)n1	5.7%	i
CN(C)C(=O)c1ccc(-c2nc(N3CCOCC3)c3ccccc3n2)cc1	-119.0%[inhibitor]	-2.0%
COc1ccc(CNc2ncnc3ccc(-c4ccc(N(C)C)cc4)cc23)c(OC)c1	-170.4%[inhibitor]	-13.0%
N#Cc1cccc(-c2cc(NCc3cccnc3)ncn2)c1	-46.2%[inhibitor]	-0.6%
CCNc1ncc2nc(C)c(=O)n(-c3ccc(OC)cc3)c2n1	-75.7%[inhibitor]	-8.8%
CC(=O)NCCNc1ncnc2ccc(-c3cccc(NS(C)(=O)=O)c3)cc12	-47.9%[inhibitor]	3.9%
COc1ccc(-c2nc3cnc(N4CCOCC4)nc3n(-c3ccc(OC)cc3)c2=O)cc1	-38.4%[inhibitor]	u
COc1ccc(-c2nc3cnc(OC)nc3n(C)c2=O)cc1	-3.0%	-0.4%
COc1ccc(CNc2ccnc(-c3ccccc3Cl)n2)c(OC)c1	-68.5%[inhibitor]	i
COc1ncc2nc(C)c(=O)n(Cc3cccs3)c2n1	-1.5%	-6.0%
COc1ccccc1-c1cc(-n2ccnc2)ncn1	16.9%	-11.1%
Cc1cnc(CNc2ccnc(-c3ccccc3C)n2)cn1	-2.8%	-13.4%
Cc1nc2cncnc2n(-c2ccccc2)c1=O	-6.3%	i
N#Cc1cccc(-c2cncnc2NCc2cccs2)c1	-0.2%	-1.6%
Cc1noc(C)c1C(=O)N1CCC2(CC1)CCN(c1ncccn1)CC2	u	-2.4%
COc1cccc(-c2ccc3ncnc(NCCNC(C)=O)c3c2)c1	-116.2%[inhibitor]	9.1%
COc1ncc2nc(-c3ccccc3)c(=O)n(C3CC3)c2n1	-26.4%	i
COc1cccc(-c2nc(NC3CCNCC3)c3ccccc3n2)c1	-31.4%[inhibitor]	1.1%
Cn1cccc1C(=O)N1CCC2(CCCN(Cc3ccncc3)C2)CC1	2.5%	-2.3%
O=C(c1cccc(F)c1)N1CCC2(CC1)CCN(c1ccc(-c3ccccc3)cc1)CC2	2.2%	-9.0%
Cc1noc(C)c1C(=O)N1CCC2(CC1)CN(c1ncccn1)C2	-9.5%	-6.6%
COc1ncc2nc(-c3ccccc3)c(=O)n(CCc3ccccc3)c2n1	u	7.8%
COc1ncc2nc(-c3cccs3)c(=O)n(CCc3ccccc3)c2n1	10.3%	-12.3%
COCC(=O)N1CCC2(CCCN(Cc3nccs3)C2)CC1	-3.1%	i
O=c1c(-c2ccccc2)nc2cnc(Oc3cccc(Cl)c3)nc2n1C1CC1	u	-1.7%
COc1ccc(Oc2ncc3nc(CCc4ccccc4)c(=O)n(CCC#N)c3n2)cc1	-25.3%	-11.7%
O=C(c1cc(C(F)(F)F)cc(C(F)(F)F)c1)N1CCC2(CC1)CCN(c1ccccc1)CC2	-19.4%	-8.4%
COC(=O)N1CCC[C@@]2(CCN(C(=O)Nc3ccc(OC)cc3)C2)C1	20.3%	-3.3%
COc1ncc2nc(-c3ccc(Cl)cc3)c(=O)n(-c3ccccc3)c2n1	-36.2%[inhibitor]	-7.1%
CN1CCN(c2ncnc3ccc(-c4cccc(C#N)c4)cc23)CC1	-23.4%	-2.1%
CN1CCN(c2ccnc(-c3cccnc3)n2)CC1	4.0%	-1.0%
COc1ccc(CNc2ccnc(-c3ccc4c(c3)OCO4)n2)c(OC)c1	-25.1%	i
COc1cccc(Cn2c(=O)c(C)nc3cnc(Oc4ccccc4)nc32)c1	-26.3%	-8.7%
FC(F)(F)c1ccccc1-c1ccc2ncnc(NCc3cccnc3)c2c1	-85.0%[inhibitor]	i
CN(C)c1ncc2nc(-c3ccccc3)c(=O)n(C[C@H]3CCCO3)c2n1	1.5%	-0.3%
FC(F)(F)c1ccccc1-c1cncnc1NCc1cccs1	-1.8%	i

Sorted by length of the SMILES (ascending): part of the list above
SMILES	HTT cytoprotect	RECQ1 inh
CN1CCN(c2ccnc(-c3cccnc3)n2)CC1	4.0%	-1.0%
FC(F)(F)c1ccccc1-c1cncnc1NCc1cccs1	-1.8%	i
COCC(=O)N1CCC2(CCCN(Cc3nccs3)C2)CC1	-3.1%	i
COc1cccc(-c2nc(NC3CCNCC3)c3ccccc3n2)c1	-31.4%[inhibitor]	1.1%
Cc1noc(C)c1C(=O)N1CCC2(CC1)CN(c1ncccn1)C2	-9.5%	-6.6%
COc1ncc2nc(-c3cccs3)c(=O)n(CCc3ccccc3)c2n1	10.3%	-12.3%
COc1ncc2nc(-c3ccccc3)c(=O)n(CCc3ccccc3)c2n1	u	7.8%
COc1ccc(CNc2ccnc(-c3ccc4c(c3)OCO4)n2)c(OC)c1	-25.1%	i
COc1cccc(Cn2c(=O)c(C)nc3cnc(Oc4ccccc4)nc32)c1	-26.3%	-8.7%
COc1ncc2nc(-c3ccc(Cl)cc3)c(=O)n(-c3ccccc3)c2n1	-36.2%[inhibitor]	-7.1%
COC(=O)N1CCC[C@@]2(CCN(C(=O)Nc3ccc(OC)cc3)C2)C1	20.3%	-3.3%
CN(C)c1ncc2nc(-c3ccccc3)c(=O)n(C[C@H]3CCCO3)c2n1	1.5%	-0.3%
COc1ccc(Oc2ncc3nc(CCc4ccccc4)c(=O)n(CCC#N)c3n2)cc1	-25.3%	-11.7%
O=C(c1cccc(F)c1)N1CCC2(CC1)CCN(c1ccc(-c3ccccc3)cc1)CC2	2.2%	-9.0%
O=C(c1cc(C(F)(F)F)cc(C(F)(F)F)c1)N1CCC2(CC1)CCN(c1ccccc1)CC2	-19.4%	-8.4%

Following part:
SMILES	HTT cytoprotect	RECQ1 inh
O=C(c1cc(C(F)(F)F)cc(C(F)(F)F)c1)N1CCC2(CC1)CCN(c1ccccn1)CC2	1.4%	i
Cc1ccccc1-c1cc(N2CCN(C)CC2)ncn1	9.8%	-12.4%
O=C(c1ccco1)N1CCC2(CC1)CN(C(c1ccccc1)c1ccccc1)C2	10.8%	-14.1%
Cc1ccccc1-c1cc(N(C)C)ncn1	-23.1%	i
Cn1cccc1C(=O)N1CCC[C@@]2(CCN(c3ccccc3)C2)C1	u	-5.8%
Cc1nc2cnc(Nc3ccccc3)nc2n(Cc2ccc(F)cc2)c1=O	-2.0%	i
COC(=O)N1CCC2(CC1)CCN(c1ccccc1)CC2	-33.6%[inhibitor]	-5.1%
Cc1nc2cnc(N3CCN(C)CC3)nc2n(C[C@H]2CCCO2)c1=O	-12.5%	-16.3%
COc1cccc(-c2cncnc2NC2CCNCC2)c1	6.2%	-2.8%
CC(=O)N1CCC2(CCCN(Cc3ccccc3)C2)CC1	16.6%	-4.9%
Cc1cccc(CNc2cc(-c3c(C)noc3C)ncn2)c1	-31.2%[inhibitor]	-5.2%
COc1ccc2[nH]cc(CCNc3ccnc(-c4cccc(C#N)c4)n3)c2c1	5.1%	-25.2%
COc1cccc(-c2nc(NCc3ccccc3)c3ccccc3n2)c1	-95.4%[inhibitor]	i
COc1ccc(-n2c(=O)c(-c3cccc(F)c3)nc3cncnc32)cc1	u	i
Cc1noc(C)c1-c1nc(N(C)Cc2ccco2)c2ccccc2n1	-28.4%	i
COCCn1c(=O)c(CCc2ccccc2)nc2cnc(N(C)C)nc21	-3.2%	-2.2%
Cc1noc(C)c1C(=O)N1CCC2(CCCN(Cc3nccs3)C2)CC1	-20.0%	-8.7%
O=c1c(-c2ccccc2)nc2cnc(Oc3ccccc3)nc2n1C[C@H]1CCCO1	u	-6.9%
COc1ccc(Oc2ncc3nc(-c4cc(F)cc(F)c4)c(=O)n(C)c3n2)cc1	22.4%	-1.6%
CS(=O)(=O)Nc1cccc(-c2cncnc2Nc2ccccc2)c1	-43.6%[inhibitor]	0.8%
COc1ccc(-n2c(=O)c(-c3cccs3)nc3cncnc32)cc1	13.6%	2.1%
COCCn1c(=O)c(-c2ccccc2)nc2cnc(OC)nc21	-27.2%	i
O=C(c1ccncc1)N1CCC2(CCCN(c3ccccn3)C2)CC1	u	-4.4%
COc1ccc(NC(=O)N2CCCC3(CCN(C(C)=O)CC3)C2)cc1	u	-3.3%
c1ccc(CNc2nc(-c3cccnc3)nc3ccccc23)cc1	-11.6%	-2.9%
COc1ccc(-c2nc3cnc(N(C)C)nc3n(CCc3ccccc3)c2=O)cc1	u	-7.1%
O=C(Nc1ccccc1)N1CC[C@@]2(CCCN(C(=O)c3cc(C(F)(F)F)cc(C(F)(F)F)c3)C2)C1	-3.1%	i
CC(C)CN1CC[C@@]2(CCCN(C(=O)c3csnn3)C2)C1	u	-3.6%
O=C(c1csnn1)N1CCC2(CC1)CN(c1ncccn1)C2	2.9%	i
COc1cccc(-c2nc(NCc3ccc(OC)cc3OC)c3ccccc3n2)c1	-3.2%	-17.9%
Cc1noc(C)c1C(=O)N1CCC2(CCN(C(=O)Nc3ccccc3)CC2)CC1	u	-4.0%
COc1ccc(Oc2ncc3nc(-c4cn(C)c5ccccc45)c(=O)n(C)c3n2)cc1	1.6%	i
N#CCCn1c(=O)c(CCc2ccccc2)nc2cnc(OCc3ccccc3)nc21	-10.0%	-5.9%
COc1ccc(-n2c(=O)c(-c3cn(C)c4ccccc34)nc3cnc(OC)nc32)cc1	4.0%	i
O=C(Nc1cccc(F)c1)N1CCC2(CC1)CCN(C(=O)c1cccc(F)c1)CC2	-3.1%	i
CN(C)c1ncc2nc(-c3cccs3)c(=O)n(Cc3cccs3)c2n1	10.8%	-16.4%
COc1ccc(C(=O)N2CCC[C@@]3(CCN(Cc4cc(C(F)(F)F)cc(C(F)(F)F)c4)C3)C2)cc1	26.2%	-8.5%
Cc1cnc(CNc2ncnc3ccc(-c4ccccc4Cl)cc23)cn1	-31.1%[inhibitor]	-1.3%
COc1ccc(-n2c(=O)cnc3cnc(Oc4cccc(Cl)c4)nc32)cc1	-2.8%	-13.1%
O=S(=O)(c1ccccc1)N1CCC[C@@]2(CCN(Cc3ccccc3)C2)C1	-64.2%[inhibitor]	-11.9%
CS(=O)(=O)N1CCC2(CCCN(Cc3cc(C(F)(F)F)cc(C(F)(F)F)c3)C2)CC1	-18.5%	-0.4%
COc1ncc2ncc(=O)n(Cc3cccs3)c2n1	19.5%	12.9%
